GALK inh: inhibitors of human galactokinase. P51570. Purified GALK, Kinase-Glo residual ATP luminescence. Potency, µM (series often up to 57.5 µM), for inactives: at the top dose activity change, negative = inhibition, hits mostly inhibitors. 270,000 compounds, 0.007% hits. AID 1868; further: potency means the concentration at half of the fitted maximal effect; on the % scale 0 is the no-effect control and ±100 the full control effect
Target sequence (P51570 whole entry, looked up): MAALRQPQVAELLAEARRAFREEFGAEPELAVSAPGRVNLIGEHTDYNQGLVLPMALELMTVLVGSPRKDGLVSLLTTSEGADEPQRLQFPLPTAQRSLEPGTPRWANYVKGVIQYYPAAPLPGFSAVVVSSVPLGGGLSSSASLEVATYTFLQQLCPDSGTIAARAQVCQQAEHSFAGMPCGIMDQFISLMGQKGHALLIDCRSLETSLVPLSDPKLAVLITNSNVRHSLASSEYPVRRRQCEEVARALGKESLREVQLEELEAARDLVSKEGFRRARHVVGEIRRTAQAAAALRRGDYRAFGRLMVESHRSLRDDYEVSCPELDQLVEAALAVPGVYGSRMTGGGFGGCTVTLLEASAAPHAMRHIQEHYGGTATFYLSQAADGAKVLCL
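ATP-depletion format; final 35 uM ATP, 100 uM D-galactose, 5 nM enzyme; pH 8.0 HEPES/Mg2+ buffer; 60 min RT; luminescence read 10 min after detection reagent.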
Coupling enz: coupling enzyme interference in Giardia aldolase counter-screen | coupling enzyme system counterscreen, AmpLite Red fluorescence | activity change, negative = inhibition, % at 58.2 µM, hits read low | 290,000 compounds, 0.67% hits | AID 2472; in the data active means activity change below about -30%; further: on the % scale 0 is the no-effect control and ±100 the full control effect
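Compounds tested against the coupling enzymes alone at 57.5 uM final; readout was AmpLite Red fluorescence (525/598 nm) after 20 min at RT.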
Giardia kill: kills Giardia lamblia; activity change, % at 7.66 µM, hits read low; 340,000 compounds, 0.15% hits; Giardia lamblia trophozoite viability; AID 540267; in the data active means activity change below about -80%; inconclusive means between about -30% and that limit;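 further: parasites exposed to compound for two days anaerobically before the ATP read; on the % scale 0 is the no-effect control and ±100 the full control effect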
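Giardia lamblia trophozoites (100 cells/well) were incubated with compounds for 48 h at 37 deg C under anaerobic conditions. Viability was read as ATP content by one-step luminescence after 15-30 min at room temperature.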
TCR activator: activators of T cell receptors | primary human leukocytes, anti-CD3, IL-2 HTRF, 48 h | Potency, µM (highest dose often 9.22 µM), inactives show top-dose activation of IL-2 secretion, usual class: activators | 330,000 tested, under 10 active; further: % of control where 0% means no effect
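IL-2 produced over 48 hr by a-CD3 bead-stimulated primary human leukocytes exposed to compounds was detected with a homogeneous time-resolved FRET immunoassay, 665nm acceptor signal after 320nm excitation.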
A-T KAP1 phos: potential ataxia-telangiectasia treatments restoring KAP-1 phosphorylation | […] A-T fibroblasts, KAP-1 phosphorylation AlphaLISA; neocarzinostatin DNA damage 30 min before lysis | Potency, µM (doses to about 57.5 µM), for inactives: at the top dose activation, hits mostly activators | 320,000 compounds, 0.19% hits | AID 485349; further: potency means the concentration at half of the fitted maximal effect; % of control where 0% means no effect; nearly all actives have a fitted effect of over 45% in size
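ATM-like activity read as KAP-1 phosphorylation via AlphaLISA donor/acceptor antibody pairs after lysis and 6 hr at 25C. Cells were ATM-null patient fibroblasts ([…], hTERT), dosed 60 min, then exposed to the DSB inducer NCS for 30 min.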
KCNH2 WT inh: blocks the wildtype human KCNH2 potassium channel | 340,000 compounds, 0.37% hits | AID 720551 | activity change, % at 1.84 µM | U2OS, BacMam KCNH2, thallium flux FluxOr; stronger effect = lower value;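 active means maximum activity change below -70%; inconclusive means maximum activity change between -70% and -50%; inactive means maximum activity change above -50%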; further: on the % scale 0 is the no-effect control and ±100 the full control effect
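U2OS cells transduced with wild-type KCNH2 virus are loaded with FluxOr dye for 45 min, and thallium flux is measured in kinetic reads before and after stimulation buffer. Rate constants are normalized to DMSO controls.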
Tb PFK inh: T. brucei PFK enzyme inhibition; O15648; T. brucei PFK, ADP-Glo luminescence; Potency, µM (top dose mostly 57.5 µM), for inactives: top-dose activity, negative = inhibition, most hits filed as inhibitors; 330,000 compounds, 0.17% hits; AID 485367;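 further: potency means the concentration at half of the fitted maximal effect; 0% = uninhibited 1x PFK enzyme wells and -100% = no-enzyme wells; nearly all actives have a fitted effect of over 60% in size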
Target sequence (O15648 whole entry, looked up): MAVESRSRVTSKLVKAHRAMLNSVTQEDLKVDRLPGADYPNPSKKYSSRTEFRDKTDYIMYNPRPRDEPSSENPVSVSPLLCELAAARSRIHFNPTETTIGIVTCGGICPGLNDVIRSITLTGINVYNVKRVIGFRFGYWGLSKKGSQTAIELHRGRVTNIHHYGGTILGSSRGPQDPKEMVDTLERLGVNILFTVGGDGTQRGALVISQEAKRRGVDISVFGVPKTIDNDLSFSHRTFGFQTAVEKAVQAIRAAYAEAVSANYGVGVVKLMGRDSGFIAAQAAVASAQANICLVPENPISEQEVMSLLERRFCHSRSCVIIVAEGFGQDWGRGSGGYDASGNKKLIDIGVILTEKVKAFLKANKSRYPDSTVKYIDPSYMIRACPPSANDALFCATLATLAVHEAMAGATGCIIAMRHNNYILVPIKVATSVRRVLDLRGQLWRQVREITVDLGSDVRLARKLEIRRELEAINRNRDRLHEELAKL
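In TEA buffer at pH 8.0 with 5 mM MgCl2, enzyme (1.25 nM) converted F6P (0.5 mM) and ATP (0.1 mM) for 45 min at room temperature. ADP product was read by luciferase luminescence.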
Chronic BCR inh: blocks chronic active B-cell receptor signaling | AID 493014 | Potency, µM (highest dose often 46.1 µM), for the others: top-dose ratio change, negative = lower green/red ratio, hits mostly inhibitors | 340,000 compounds, 0.05% hits | ABC-DLBCL IkBa-CBG/CBR reporter, luminescence ratio, 4 h; active means well fitted inhibition curve with a large enough effect in the signal ratio, with a control signal flat, not every such curve was filed as active; inconclusive means small, poorly fitted or top-dose-only effect, or effect the other way, or a change in a side signal; the % refers to the signal ratio;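 further: potency means the concentration at half of the fitted maximal effect; plate controls were basal doxycycline-induced cells for no effect and cells given 10 µM MG132 for full effect; MG132 reads +100%, hits lower the ratio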
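TMD8 ABC-DLBCL cells carrying doxycycline-inducible green luciferase fused to IkappaBalpha plus unfused red luciferase were exposed to compounds (up to 46 uM) for 4 hrs at 37C. Activity came from the overlap-corrected green/red luminescence ratio.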
MLL CXXC-DNA inh: MLL CXXC-DNA interaction inhibition; AID 2662; MLL-CXXC / FITC-HOXA9 DNA fluorescence polarization; Potency, µM (highest dose often 115 µM), for the others: at the top dose activity change, negative = inhibition, usual class: inhibitors; Q03164; 290,000 compounds, 0.037% hits; active means well fitted inhibition curve with a large enough effect in the polarisation, with a control signal flat, not every such curve was filed as active; inconclusive means small, poorly fitted or top-dose-only effect, or effect the other way, or a change in a side signal; inactive means no such curve, though single readings can be large or run the other way; the % refers to the polarisation; further: potency means the concentration at half of the fitted maximal effect
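Steps: dispense CXXC domain solution (7 uM) → pin compounds or unlabeled HOX-A9 DNA control → 5 min ambient → add FLSN-HOX-A9 solution (50 nM) → spin → 30 min ambient → fluorescence polarization. Tris pH 7.5/NaCl/DTT/BSA buffer.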
TSHR antag: human thyrotropin receptor antagonism | AID 504810 | P16473 | activity change, negative = inhibition, % at 11.5 µM | TSHR-expressing cells, TSH-stimulated cAMP HTRF, 2 h; stronger effect = lower value | 330,000 compounds, 0.2% hits;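 active means activity change below a set negative limit, meaning inhibition stronger than a set level, cut at about -70% in these data; inconclusive means activity change between two set negative limits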; further: on the % scale 0 is the no-effect control and ±100 the full control effect
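TSHR-expressing cells, 200/well, pre-treated with compound, then stimulated with EC80 TSH (4nM final) for 2 hours at 37 deg C. cAMP measured by competitive HTRF: anti-cAMP cryptate antibody in lysis buffer plus cAMP-d2, read after 30 minutes at room temperature.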
The depositor's hits bear a star; ? = inconclusive; . = not tested or not shown; [ ] = another dose, or the depositor's remark. Unless noted, the call rests on the fitted dose curve; in most records, active means well fitted curve in the direction sought with a large enough effect; inconclusive means small, poorly fitted or top-dose-only effect, or another doubt; inactive means no such curve, though single readings can be large; an effect the other way counts as inactive or inconclusive.

SMILES | GALK inh | Coupling enz | Giardia kill | TCR activator | A-T KAP1 phos | KCNH2 WT inh | Tb PFK inh | Chronic BCR inh | MLL CXXC-DNA inh | TSHR antag
COc1ccc(NC(=O)CSc2nccc(C)n2)cc1 | 3% | 0 | -4 | -6% | -4% | 3 | -11% | ? | 12% | -1
Cc1ccc(-n2ncc3c2CC(C)(C)CC3NC(=O)CCN2CCCCC2=O)cc1 (stereo not drawn) | 7% | . | -1 | -1% | 10% | 21 | 0% | 4% | -5% | -8
CC(C)[C@H](NC(=O)c1ccco1)C(=O)OCC(=O)Nc1ccc(Cl)c(S(=O)(=O)N(C)C)c1 | -1% | -1 | -21 | 4% | -36% | 5 | -4% | -13% | -10% | 8
Cc1ccc(S(=O)(=O)Nn2c(O)c(C=C3N=c4ccccc4=N3)sc2=S)cc1 | 5% | 9 | 7 | -2% | -6% | 1 | 3% | ? | 9% | -14
O=C(COc1ccc(S(=O)(=O)NC2CCCCC2)cc1Cl)NCC1CCCO1 (stereo not drawn) | 2% | 2 | -5 | 1% | -9% | 7 | -2% | -2% | -1% | -1
COc1ccc(OCCC(=O)OCC(=O)NC(=O)NC2CCCCC2)cc1 | -4% | . | 0 | 1% | 19% | -13 | -4% | ? | 19% | -4
Cc1ccccc1OCC1CN(CN2CCOCC2)C(=O)O1 (stereo not drawn) | 2% | 1 | -7 | 3% | -3% | -14 | -6% | -7% | -1% | -3
CCC(C(=O)NC1CCCC1)N(C(=O)c1snc(C(N)=O)c1N)c1ccc(OC)c(OC)c1 (stereo not drawn) | 17% | 5 | -9 | -3% | 1% | -9 | -3% | 9% | 0% | 2
Clc1ccc(NNc2ccnc3cc(Cl)ccc23)cc1 | -2% | -1 | 13 | . | 0% | 5 | 3% | 1% | ? | -9
O=C(NCC(c1cccs1)N1CCOCC1)c1cc([N+](=O)[O-])cc([N+](=O)[O-])c1 (stereo not drawn) | -1% | -1 | 8 | 5%[46.1 µM] | -2% | 7 | -5% | 11% | 0% | -3
COc1ccc(OC)c(Cc2nnc(CCC(=O)NC3CCCC3)o2)c1 | 0% | 0 | 20 | -2% | 7%[11.5 µM] | -8 | 5% | -2% | -10% | 0
CC(C)C(=O)Nc1cccc(NC(=S)NC(=O)c2ccc(Cl)cc2)c1 | -3% | 2 | ? | -7% | 1% | 7 | 4% | ? | 9% | -7
COc1ccccc1N1CCN(CC(O)COc2ccc3c(C)cc(=O)oc3c2)CC1 (stereo not drawn) | 0% | -2 | -2 | 4%[46.1 µM] | -6% | 6 | 0% | 5% | -3% | -5
COc1ccc(NC(=O)COC(=O)CCc2nc3ccccc3c(=O)[nH]2)cc1Cl | . | . | -11 | . | 5% | 6 | -1% | -1% | . | -4
O=C(Nc1ccc(F)cc1)C1CCCO1 (stereo not drawn) | 4% | 3 | 4 | 4% | 5% | -14 | 0% | ? | 17% | 4
CCCn1c(=S)[nH]c2cc(C(=O)N3CCN(C(=O)OCC)CC3)ccc2c1=O | -11% | -3 | -20 | -1% | 4% | 0 | 2% | 6% | 41%[activator] | -9
C=CCNCc1cccn1-c1sc2c(c1C#N)CCCC2 | 1% | 0 | 6 | 1% | 0% | 21 | -3% | -5% | 0% | -8
Cc1nnc(NC(=O)CSc2nc(C(C)C)nc3sc(C)c(C)c23)s1 | -3% | 3 | -10 | 1% | -7% | 1 | 0% | -7% | -3% | 4
O=C(CNCC(=O)Nc1ccc(F)c(F)c1F)Nc1ccc(F)c(F)c1F | 2% | 5 | -4 | -4% | 4% | 15 | -1% | -2% | 17% | 3
CC1CCC(C(C)C)C(OC(=O)C[n+]2cccc(C(N)=O)c2)C1 (stereo not drawn) | 0% | 2 | 4 | 2% | 0% | -6 | 1% | -9% | 13% | 1
COC(=O)CNc1cccc(C(F)(F)F)c1 | 1% | 0 | 5 | 0% | -3% | 19 | -16% | ? | 6% | 2
O=C(Cc1ccc(Br)cc1)N(Cc1ccccc1)c1ccccn1 | 0% | 3 | 8 | -3% | 5% | -4 | 3% | -1% | 11% | -5
CCC(=O)c1ccc2c(c1)OCCO2 | 1% | 5 | 2 | 5% | 10µM* | -3 | 3% | ? | -4% | 13
CC1CCCN(C(=O)COC(=O)/C=C/c2ccc(C(F)(F)F)cc2)C1 (stereo not drawn) | . | . | 2 | -2% | 5% | -6 | -4% | 5% | . | -1
CCc1nnc(NC(=O)CCS(=O)(=O)Cc2ccccc2)s1 | 3% | 1 | 8 | 4% | 1% | -2 | 2% | 0% | -14% | 7
Next section.
SMILES | GALK inh | Coupling enz | Giardia kill | TCR activator | A-T KAP1 phos | KCNH2 WT inh | Tb PFK inh | Chronic BCR inh | MLL CXXC-DNA inh | TSHR antag
CC(C)C(=O)Nc1c2c(nn1-c1ccccc1)CSC2 | -1% | . | -4 | -9% | 4% | -10 | -10% | 8% | 5% | 5
COc1cc(NS(=O)(=O)c2ccc(NC(=O)CN3C(=O)c4ccccc4C3=O)cc2)nc(OC)n1 | -1% | 14 | -11 | -4% | 5% | 22 | -1% | -4% | 10% | -1
COc1ccc(N(Cc2nnc3n2CCCCC3)C(=O)Nc2ccccc2)cc1 | 4% | 0 | 16 | . | -2% | -27 | -1% | 0% | -5% | 6
O=C(Nc1ccc(N2CCN(C(=O)c3ccccc3)CC2)cc1)c1cc2ccccc2o1 | -1% | 0 | -19 | 0% | -1% | -11 | -5% | 10% | 6% | -46
CCN(CC)c1cc2nc(C)n(Cc3ccccc3)c(=O)c2cc1NC(=O)C1CC1 | 0% | -2 | 11 | 1%[46.1 µM] | 0% | 18 | -4% | 9% | ? | 4
O=C(c1ccccc1)N1CCCC(C(=O)N2CCN(c3ccccc3)CC2)C1 (stereo not drawn) | -3% | -2 | 5 | -12% | -8% | 2 | -6% | 4% | -4% | -7
COC(=O)c1ccc(Nc2nnc(-c3ccc(C)c(S(=O)(=O)NCC4CCCO4)c3)c3ccccc23)cc1 (stereo not drawn) | 0% | -2 | -15 | 2%[46.1 µM] | 1% | 2 | -1% | ? | 4% | -1
CCc1c(C)sc2nc3c(C(=O)N4CCOCC4)cc(C(=O)c4ccccc4O)cn3c(=O)c12 | 3% | 1 | -8 | -3% | -6% | -17 | 3% | -6% | 9% | -3
CCN(c1ccccc1)S(=O)(=O)c1c(C)noc1C | . | . | -16 | 5% | 17% | 9 | -1% | 2% | . | -1
CCCC(=O)N1CCN(c2ccc([N+](=O)[O-])cc2Cl)CC1 | 4% | 1 | -10 | 3%[46.1 µM] | -9% | -1 | 1% | -3% | 6% | -5
COc1cccc(C2c3c(oc4ccccc4c3=O)C(=O)N2CCCN(C)C)c1OC (stereo not drawn) | -1% | 0 | ? | 7% | . | 13 | 5% | 8% | -2% | 16
CC/C(=N/Nc1cccc(C)c1)c1cnnc(SC)n1 | . | 0 | -9 | 1%[46.1 µM] | -2% | -21 | 0% | 1% | 2% | 0
Cc1cccc(OCc2nnc(SCn3nnc4ccccc4c3=O)o2)c1 | 7% | -6 | 3 | -15% | -6% | -6 | -3% | 1% | 1% | 2
O=C(COc1ccccc1Cl)NCc1ccncc1 | 4% | 0 | 8 | -10% | 18% | -1 | 5% | 1% | 1% | 0
C#CCNC(=O)C1=C[C@H](c2ccccc2)C[C@H](OCCCCO)O1 | 5% | -2 | -10 | -3% | 3% | . | -1% | -14% | 7% | -4
COC(=O)CNc1nc(Cl)nc(N2CCC(C)CC2)n1 | -1% | 1 | -8 | 0% | 6% | -1 | -3% | . | 38%[activator] | 2
Fc1ccc(-c2[nH]ncc2CN2CCN(c3ccc(F)cc3)CC2)cc1 | -1% | 0 | 4 | 1% | 4% | 31 | 2% | 5% | 1% | -6
COc1ccc(NC(=S)N2CCN(C/C=C/c3ccccc3)CC2)c(OC)c1 | -1% | -1 | 0 | -5% | 2% | 12 | 2% | -3% | 22% | -7

Whole records from above:
Shown for COC(=O)c1ccc(Nc2nnc(-c3ccc(C)c(S(=O)(=O)NCC4CCCO4)c3)c3ccccc23)cc1 (stereo not drawn) → GALK inh = 0%; Coupling enz = -2; Giardia kill = -15; TCR activator = 2%[46.1 µM]; A-T KAP1 phos = 1%; KCNH2 WT inh = 2; Tb PFK inh = -1%; Chronic BCR inh = ?; MLL CXXC-DNA inh = 4%; TSHR antag = -1
Shown for Fc1ccc(-c2[nH]ncc2CN2CCN(c3ccc(F)cc3)CC2)cc1 → GALK inh = -1%; Coupling enz = 0; Giardia kill = 4; TCR activator = 1%; A-T KAP1 phos = 4%; KCNH2 WT inh = 31; Tb PFK inh = 2%; Chronic BCR inh = 5%; MLL CXXC-DNA inh = 1%; TSHR antag = -6
